Screening data deposited in PubChem by National Center for Advancing Translational Sciences (NCATS).
NPC1 promoter act = NPC1 promoter activation. 320,000 tested, 2.4% active. Huh7 NPC1 promoter luciferase reporter, 24 h. Potency, µM (doses to about 9.22 µM), for inactives: at the highest dose activation, actives largely listed as activators;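 further: potency means the concentration at half of the fitted maximal effect; % of control where 0% means no effect; nearly all actives have a fitted effect of over 60% in size; reporter is driven by a mutant NPC1 promoter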
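Compounds in DMSO were transferred onto Huh7 NPC1-luciferase reporter cells pre-incubated 2 h; after 24 h at 37 °C, Amplite reagent was dispensed and luminescence recorded 10 min later.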
Tb PFK block = blocks T. brucei phosphofructokinase | O15648 | T. brucei PFK, ADP-Glo luminescence | Potency, µM (top dose mostly 57.5 µM), inactives show at the top dose activity, negative = inhibition, usual class: inhibitors | 330,000 tested, 0.17% active;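 further: potency means the concentration at half of the fitted maximal effect; 0% = uninhibited 1x PFK enzyme wells and -100% = no-enzyme wells; nearly all actives have a fitted effect of over 60% in size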
Target sequence (O15648 whole entry, looked up): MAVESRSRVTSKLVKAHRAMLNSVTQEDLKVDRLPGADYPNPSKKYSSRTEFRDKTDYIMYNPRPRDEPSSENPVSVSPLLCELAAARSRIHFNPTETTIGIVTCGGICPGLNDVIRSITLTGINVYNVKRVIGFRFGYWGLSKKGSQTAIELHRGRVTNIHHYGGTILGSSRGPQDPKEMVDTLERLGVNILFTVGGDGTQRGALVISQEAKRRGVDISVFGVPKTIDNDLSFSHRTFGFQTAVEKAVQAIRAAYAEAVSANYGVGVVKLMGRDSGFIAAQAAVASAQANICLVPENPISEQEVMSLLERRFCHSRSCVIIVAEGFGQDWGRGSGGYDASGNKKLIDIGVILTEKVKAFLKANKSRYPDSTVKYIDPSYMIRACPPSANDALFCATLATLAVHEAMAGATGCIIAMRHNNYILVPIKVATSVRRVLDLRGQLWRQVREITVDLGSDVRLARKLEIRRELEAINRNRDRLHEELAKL
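1.25 nM PFK with 0.5 mM F6P and 0.1 mM ATP in 0.1 M TEA pH 8.0, 5 mM MgCl2, incubated 45 min at room temperature; ADP measured by ADP-Glo luminescence; compounds titrated up to 57 uM.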
Rab9 promoter act = activates the Rab9 promoter; Huh7 Rab9 promoter-luciferase reporter, luminescence, 24 h; Potency, µM (highest dose often 9.22 µM), inactives show at the top dose activation, negative = inhibition, actives largely listed as activators; 320,000 tested, 2.8% active; AID 485297; further: potency means the concentration at half of the fitted maximal effect; % of control where 0% means no effect; nearly all actives have a fitted effect of over 60% in size
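Using Huh7 cells stably transfected with Rab9 promoter–luciferase, compounds were incubated 24 h at 37 °C, 5% CO2; luciferase luminescence was read 10 min after reagent addition.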
ELG1 genotoxic = genotoxicity induction in ELG1-luciferase HEK293T cells | HEK293T ELG1-luciferase reporter, luminescence, 16 h | Potency, µM (highest dose often 46 µM), without a hit: at the highest dose activity change, positive = activation, actives largely listed as activators | 330,000 tested, 1.3% active | AID 504466; further: potency means the concentration at half of the fitted maximal effect; % of control where 0% means no effect; nearly all actives have a fitted effect of over 60% in size
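Luminescence read-out: rising ELG1-luciferase signal, reflecting elevated ELG1 protein under genetic stress, flags genotoxic compounds. Cells were treated for 16 hr at 37 °C before ONE-Glo detection.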
BRCA1 expr up = activators of BRCA1 expression; MCF7-BRCA1-FFLuc reporter, luminescence, 48 h; response scale: scaled: vehicle 0%, 10 µM genistein 100%; Potency, µM (doses to about 46.1 µM), inactives show top-dose activation, actives largely listed as activators; 380,000 tested, 1.1% active; AID 624202; further: potency means the concentration at half of the fitted maximal effect; nearly all actives have a fitted effect of over 80% in size; some results filed as inactive show a strong effect at the top dose
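MCF7-BRCA1-FFLuc cells, 2000/well in phenol-red-free MEM, attached 2 h then treated 48 h at 37 C. Luciferase luminescence read 15 min after reagent; normalized to genistein maximum activation (10microM) and DMSO, concentration-response fitted.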
FLuc modulator = counter-screen for miR-21 project: firefly luciferase inhibitors or activators; Potency, µM (highest dose often 57.5 µM), for the others: at the highest dose activity change, negative = inhibition, usual class: inhibitors; 360,000 tested, 6.9% active; AID 588342; P08659; purified FLuc, Km substrates, luminescence inhibition;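 further: potency means the concentration at half of the fitted maximal effect; plate controls were vehicle for no effect and reference inhibitor for full effect; nearly all actives have a fitted effect of over 55% in size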
Target sequence (P08659 whole entry, looked up): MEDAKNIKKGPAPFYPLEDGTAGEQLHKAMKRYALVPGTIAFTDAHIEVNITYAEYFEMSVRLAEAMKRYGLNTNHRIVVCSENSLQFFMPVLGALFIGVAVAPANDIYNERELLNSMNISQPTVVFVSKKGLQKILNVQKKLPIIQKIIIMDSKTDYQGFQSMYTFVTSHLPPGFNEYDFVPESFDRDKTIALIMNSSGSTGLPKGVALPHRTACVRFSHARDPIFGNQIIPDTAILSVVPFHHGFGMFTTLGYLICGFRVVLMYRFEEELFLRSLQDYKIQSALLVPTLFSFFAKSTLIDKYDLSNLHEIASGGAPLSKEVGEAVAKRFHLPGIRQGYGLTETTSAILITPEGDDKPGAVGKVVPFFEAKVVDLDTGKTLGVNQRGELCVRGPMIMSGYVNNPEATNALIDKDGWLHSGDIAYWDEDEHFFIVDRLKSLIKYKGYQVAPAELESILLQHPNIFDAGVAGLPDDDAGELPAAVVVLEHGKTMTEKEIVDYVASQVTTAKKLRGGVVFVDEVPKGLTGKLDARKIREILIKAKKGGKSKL
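Biochemical qHTS of compounds, final roughly 60 µM downward over six points, against 10 nM purified firefly luciferase using Km concentrations of substrates (10 uM D-luciferin, 10 uM ATP) in Tris acetate pH 7.5 buffer; luminescence output.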
TRPV1 ag = agonists of human vanilloid receptor 1 (TRPV1). 320,000 tested, 0.19% active. Q8NER1. activation, % at 8.33 µM. TRPV1-expressing cells, Fluo-8 calcium influx, agonist mode; in the data active means activation above about 80%; inconclusive means between about 30% and that limit; further: 0% is about no effect
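Fluo-8 calcium influx in TRPV1-expressing cells, kinetic read (ex 480/em 520 nm). Compound added and read 3 min for agonist activity, followed by capsaicin at EC20 final and 2 min further read for enhancement.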
RORgamma inh = blocks mouse ROR gamma transcriptional activity | Drosophila S2 Gal4-RORgamma UAS-luciferase reporter, 20 h | P51450 | Potency, µM (doses to about 53.6 µM), inactives show at the highest dose activity change, negative = inhibition, most hits filed as inhibitors | 310,000 tested, 5.4% active | AID 2551; further: potency means the concentration at half of the fitted maximal effect; on the % scale 0 is the no-effect control and ±100 the full control effect; nearly all actives have a fitted effect of over 60% in size
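ROR gamma transcriptional activity was tracked as Gal4-UAS luciferase output in stably transfected Drosophila Schneider cells, with compound added 1 hr before 700 uM copper sulfate induction and a 20 hr ambient-temperature incubation.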
Gal4-VP16 FLuc = counter-screen for ROR gamma inhibitors: Gal4-VP16 reporter. Drosophila S2 Gal4-VP16 UAS-luciferase, luminescence, 20 h. AID 2546. 310,000 tested, 3.5% active. Potency, µM (titrated, usually from 53.6 µM), inactives show at the highest dose activity, negative = inhibition, hits mostly inhibitors;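 further: Gal4-VP16 expression switched on by copper sulfate through the metallothionein promoter; potency means the concentration at half of the fitted maximal effect; on the % scale 0 is the no-effect control and ±100 the full control effect; nearly all actives have a fitted effect of over 50% in size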
ELG1 repair inh = blocks ELG1-dependent DNA repair in HEK293T cells; Potency, µM (top dose mostly 46.1 µM), for the others: at the top dose activity change, negative = inhibition, actives largely listed as inhibitors; 330,000 tested, 2.3% active; HEK293T ELG1-luciferase reporter, luminescence, 16 h; DNA damage induced by 5-fluorouridine; further: potency means the concentration at half of the fitted maximal effect; on the % scale 0 is the no-effect control and ±100 the full control effect; nearly all actives have a fitted effect of over 55% in size
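Quantitative HTS, concentration-response format. 2,000 cells/well co-treated with 5-fluorouridine and compound, 16 hr in 5% CO2 at 37 °C; ONE-Glo luminescence read after 30 min.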
p53 reactivator = restores transcriptional activity of mutant p53. H1299 p53-A138V BP100-luciferase reporter, luminescence, 24 h. 320,000 tested, 0.063% active. Potency, µM (series often up to 92.2 µM), inactives show at the highest dose activity change, positive = activation, hits mostly activators; further: potency means the concentration at half of the fitted maximal effect; % of control where 0% means no effect; nearly all actives have a fitted effect of over 45% in size
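H1299 (p53-null), stable ts p53-A138V + BP100-Luc; 1000 cells/well, Opti-MEM/10% FBS; cpd 4 pt, 1:5; 24 h, 37 deg C, 5% CO2; detection reagent 10 min RT; luminescence.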
Starred values were filed as active, the others as inactive; ? = inconclusive; . = not tested or not shown; & = joins results of further samples. Unless noted, the call rests on the fitted dose curve; in most records, active means well fitted curve in the direction sought with a large enough effect; inconclusive means small, poorly fitted or top-dose-only effect, or another doubt; inactive means no such curve, though single readings can be large; an effect the other way counts as inactive or inconclusive.

SMILES	NPC1 promoter act	Tb PFK block	Rab9 promoter act	ELG1 genotoxic	BRCA1 expr up	FLuc modulator	TRPV1 ag	RORgamma inh	Gal4-VP16 FLuc	ELG1 repair inh	p53 reactivator
CC(C)Cn1c2c(c(O)c(C(=O)Nc3ccc(F)cc3)c1=O)CCCC2	-0.7%	-1.6%	9.3%	-6.4%	-6.1%	-1.2%	2.0	4.8%	-11.5%	-3.7%	-2.0%
NC(=O)[C@@H]1CC2(CC(c3cccc(NC(=O)CC(c4ccccc4)c4ccccc4)c3)=NO2)CN1C(=O)c1ccc(Cl)cc1 (some centres undefined)	-13.2%	5.7%	-5.0%	-8.4%	-76.6%	-2.6%	0.5	18.5%	4.0%	?	2.0%
O=C1C(=O)N(CCN2CCOCC2)C(c2ccc(Cl)c(Cl)c2)/C1=C(/O)c1ccc2c(c1)OCO2 (centres undefined)	-2.9%	-6.1%	5.9%	3.0%	12.3%	-1.5%	0.8	-8.8%	-0.9%	-0.9%	-4.6%
CCN(CC)CCCn1c2c(c(SCC(=O)Nc3nc4ccccc4s3)nc1=O)CCC2	-0.8%	-6.5%	-1.3%	7.7%	-41.7%	4.4%	-3.4	.	.	-0.1%	-4.8%
COc1ccc(CCC(C)NCc2ccccc2OC)cc1 (centres undefined)	-0.9%	0.0%	0.8%	-9.0%	1.2%	0.3%	2.5	.	.	-4.3%	.
O=C(c1ccccc1)c1ccc2cc(O)ccc2c1	?	-1.5%	?	?	-12.1%	15.1µM*	-1.3	-22.7%	-14.2%	?	14.5%
CN(CC(=O)Nc1ccc(Cl)cc1)CC(=O)Nc1cccc2ccccc12	-4.4%	-4.9%	-4.3%	1.2%	-29.0%	2.5%	15.3	.	.	1.0%	-2.6%
COc1ccc(NC(=O)CS(=O)(=O)c2ccc(Br)cc2)cc1	-5.0%	-2.7%	2.3%	-4.0%	-10.0%	-0.9%	20.4	20.0%	7.8%	-0.1%	8.2%
COc1ccc(-c2nc3cc([N+](=O)[O-])ccc3o2)cc1	2.51µM*	3.9%	1.58µM*	?	54.1%	0.477µM*	0.5	0.2%	23.2%	?	15.2%
Cc1ccc(CNC(=O)CN2C(=O)c3ccccc3S2(=O)=O)cc1	-3.5%	4.0%	0.4%	8.7%	-1.6%	-1.4%	0.4	-6.3%	3.9%	15.3%	10.8%
N#CCSc1ncccc1-c1nc2ccccc2[nH]1	3.3%	-0.7%	15.0%	0.2%	-40.1%	-15.5%	-0.6	-12.9%	1.6%	?	12.1%
CCC(OC(=O)c1nsc(Cl)c1Cl)C(=O)NCc1cccs1 (centres undefined)	0.6%	-6.5%	-0.9%	0.7%	-10.7%	-0.1%	2.0	10.1%	-15.2%	10.6%	0.5%
CCN1C(=O)/C(=C/c2cc(C)n(C)c2C)SC1=Nc1ccc(OC)cc1	-1.4%	-3.6%	-0.2%	6.4%	-23.2%	1.4%	?	21.0%	2.1%	?	-6.7%
O=C1CCC/C(=N\NC(=O)c2ccc(CSc3cccc4cccnc34)cc2)C1	-2.9%	4.1%	0.9%	-0.8%	-5.7%	-12.3%	-5.2	16.1%	-3.3%	3.1%	-4.6%
CCOC(=O)[C@H]1[C@H]2COc3ccc(OC)cc3[C@@H]2N2C(=O)CN(CC3CCCO3)C(=O)[C@@]12C (some centres undefined)	0.2%	-0.8%	-4.0%	1.1%	0.0%	0.1%	1.2	.	.	9.7%	3.5%
Cn1nc(-c2ccc(Cl)cc2)c2cc(C(=O)NCCCN3CCOCC3)sc21	-1.2%	2.9%	-5.5%	3.7%	0.0%	0.9%	.	-41.8%	-25.9%	3.1%	-5.5%
Cc1occc1C(=O)N/N=C/c1cnn(C)c1C	3.3%	-4.4%	19.6%	15.3%	65.4%	?	0.5	21.0%	?	?	?
CC(=O)c1ccc(OCC(=O)Nc2ccc(N3CCCCC3)cc2)cc1	14.9%	-6.7%	-2.9%	-1.4%	10.6%	-12.9%	18.3	.	.	1.0%	3.5%
COc1ccc(NC(=O)NNC(=O)c2cc(C3CC3)nc3ccccc23)c(OC)c1	0.2%	-20.2%	9.0%	-10.1%	-12.0%	-3.8%	-9.5	?	-3.9%	13µM*	-9.4%
Cc1ccc(NC(=O)C(CC(C)C)NC(=O)C2CCC(C)CC2)nc1 (centres undefined)	1.7%	0.9%	2.7%	-2.7%	0.0%	8.0%	?	-9.3%	2.3%	-10.9%	-2.5%

Overlap with the part before: two entries; new compounds follow.
SMILES	NPC1 promoter act	Tb PFK block	Rab9 promoter act	ELG1 genotoxic	BRCA1 expr up	FLuc modulator	TRPV1 ag	RORgamma inh	Gal4-VP16 FLuc	ELG1 repair inh	p53 reactivator
COc1ccc(NC(=O)NNC(=O)c2cc(C3CC3)nc3ccccc23)c(OC)c1	0.2%	-20.2%	9.0%	-10.1%	-12.0%	-3.8%	-9.5	?	-3.9%	13µM*	-9.4%
Cc1ccc(NC(=O)C(CC(C)C)NC(=O)C2CCC(C)CC2)nc1 (centres undefined)	1.7%	0.9%	2.7%	-2.7%	0.0%	8.0%	?	-9.3%	2.3%	-10.9%	-2.5%
CN(C)S(=O)(=O)c1ccc(C(=O)NCCOc2ccccc2)cc1	3.98µM*	-3.2%	2.82µM*	?	100.2%	13.5µM*	9.5	-1.8%	?	?	?
CCN(CC)CCn1c(NCc2nc3ccccc3n2Cc2ccccc2)nc2ccccc21	0.5%	-0.1%	-3.9%	-7.6%	-24.3%	0.3%	?	11.2µM*	?	-17.3%	-0.9%
CCN(CC)c1ccc(C(=O)NNC(=O)CN2C(=O)NC3(CCCCC3)C2=O)cc1	-5.7%	-2.8%	0.8%	9.0%	45.6%	9.53µM*	1.6	.	.	11.1%	5.2%
Cc1nn(CCOc2ccccc2)c(=O)n1-c1ccc(Cl)cc1	28.5%	2.8%	11.1%	8.7%	?	-17.2%	9.9	43.4%	20.1%	?	18.3%
COc1ccccc1CCC(=O)OCC(=O)Nc1cccc(S(=O)(=O)N2CCCCC2)c1	-1.6%	18.9%	-6.4%	1.0%	-13.1%	-5.1%	1.6	.	.	-9.6%	-0.6%
O=C(CSc1ccc(Cl)cc1)NC1CCCC1	19.2%	-18.0%	1.7%	3.5%	80.7%	0.9%	2.0	-4.4%	11.9%	?	?
C/C(=N\NC(=O)c1ccc(O)cc1)c1ccc(NC(=O)Cc2ccccc2)cc1	?	-2.9%	25.1%	?	8.91µM*	-13.5%	20.0	0.0%	?	?	6.3%
O=C(CSc1nnnn1C1CCCCC1)Nc1ccccc1F	0.5%	-13.4%	-3.9%	0.0%	17.0%	-17.2%	17.3	28.0%	-22.9%	0.6%	-1.1%
CCn1c(=O)c([N+](=O)[O-])c(NCc2ccco2)c2ccccc21	3.8%	1.5%	1.2%	1.9%	-40.0%	6.1%	-6.5	2.0%	-0.2%	3.2%	-1.0%
COc1ccccc1NC(=O)CCn1c(=S)oc2ccccc21	-3.4%	0.5%	-0.1%	-2.5%	29.7%	-2.7%	-0.1	21.8%	8.9%	-2.8%	10.4%
COc1cccc(C(=O)NCCS(=O)(=O)N2CCC3(CC2)OCCO3)c1	-2.3%	-11.6%	0.2%	2.9%	0.9%	-2.0%	-0.3	.	.	-0.9%	2.5%
CCOC(=O)c1cnn(-c2ccc(C(C)C)cc2)c1NC(=O)C1CCC1	?	-0.9%	?	0.4%	117.0%	6.4%	14.4	1.5%	-3.6%	?	1.8%
CC1Cc2nc(SCC(=O)NCC3CCCO3)n(Cc3ccccc3)c(=O)c2S1 (centres undefined)	0.9%	10.3%	0.3%	1.6%	22.8%	-0.6%	6.3	14.5%	-25.3%	12.0%	11.9%
Cc1cccc(NC(=O)CSc2nnc(NC(=O)CN3CCCCC3)s2)c1	2.3%	0.2%	-2.1%	4.3%	.	-6.2%	0.8	-20.4%	-3.6%	11.8%	0.0%
CCOc1ccc(CNC(=O)CCC(=O)N2CCSc3ccccc32)cc1	-2.5%	-2.1%	3.6%	5.3%	-13.2%	10.8%&-11.5%	14.5	16.5%	2.5%	0.5%	.
Cc1ccc(C(C)C)c(OCC(=O)NS(=O)(=O)c2ccc(Cl)cc2)c1	-3.2%	1.1%	1.8%	-2.2%	-1.4%	0.9%	-0.5	21.3%	0.7%	-19.6%	-6.9%
CNc1ccc(Cl)cc1C(N)=O	-3.3%	-0.9%	-4.3%	0.4%	-1.2%	-0.4%	-0.6	20.9%	-5.6%	-2.8%	-1.8%
